Bcl-B TR3 displacers = displacers of TR3 peptide from Bcl-B, primary screen, selectivity assay for Bfl-1 inhibitor project, biochemical, fluorescence polarization; Bcl-2-like protein 10 (Homo sapiens); FP displacement of FITC-TR3 peptide from Bcl-B; higher % means a stronger effect; displacement, % at 20 µM, or IC50 in µM where a hit was titrated; actives 0.11% (n = 96,000); AID 748, 2007;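 active = displacement above 50% at 20 µM plus a fluorescence interference ratio under 1.5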;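 note: plate controls were wells without compound for no effect and wells lacking Bcl-B protein for full effect; a part of the inactive calls stands beside numbers as strong as those of hits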
IL1B NFkB inh = inhibitors of IL-1B driven NFkB p65 nuclear import, primary screen, imaging, HUVEC, IL-1B stimulus, high-content imaging; HUVEC IL-1B NFkB p65 nuclear translocation imaging; inhibition, % at 2 µM; actives 0.43% (n = 94,000);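 active = inhibition above about 30% together with a positive call from visual inspection of the well image, limit read from the data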;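 note: nuclear over cytoplasmic p65 intensity ratio measured by imaging; 0% = IL-1B stimulated DMSO wells and 100% = unstimulated DMSO wells; values of inactives mirror those of a sister screen read the other way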
IL1B NFkB pot = enhancers of NFkB p65 translocation in HUVEC – imaging, IL-1B stimulus, high-content imaging, primary screen. HUVEC IL-1B NFkB p65 nuclear translocation imaging. activation, % at 2 µM. actives 0.3% (n = 94,000). AID 819, 2007;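 active = activation above 40%, about the mean plus 3 SD, also judged a hit on visual image review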;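 note: percent activation is computed from the nuclear over cytoplasmic p65 intensity ratio; values of inactives mirror those of a sister screen read the other way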
MRP resist rev = reversal of MRP1-mediated doxorubicin resistance, primary screen, H69AR cells, doxorubicin co-treatment | H69AR cells + 2 uM doxorubicin, CellTiter-Glo, 72 h | differential viability (reversal), % at 10 µM | actives 0.04% (n = 85,000);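 active = viability drop by adding the cancer drug above about 55%, with treated viability meeting a 40% cutoff, limit read from the data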;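 note: viability without doxorubicin minus viability with 2 µM doxorubicin for each compound; larger differential means the compound sensitizes cells more to doxorubicin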
PLAP inhibitors HTS = PLAP enzyme inhibitors, biochemical, luminescence, HTS (AID 690); Alkaline phosphatase, placental type (Homo sapiens); inhibition, % at 20 µM, or IC50 in µM where a hit was titrated; purified PLAP, luminescent substrate; higher % means a stronger effect; actives 0.08% (n = 96,000); in the data active = a potency from the dose series; inactive = the rest, 99 in 100 with inhibition below about 30%; note: strong numbers were not always called active
MRP resist rev cytotoxicity = recorded beside MRP resist rev, whose call it bears; viability, %; H69AR cells, CellTiter-Glo, 72 h; measured here: cytotoxicity without doxorubicin
MRP resist rev with doxorubicin = also measured in MRP resist rev; calls as there; viability, %; measured here: viability with 2 uM doxorubicin; active compounds read low
IL1B NFkB inh cell count 2 µM = further read-out of IL1B NFkB inh, marked with its call; cell count; measured here: cells passing quality filter;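 raw number of nuclei counted in each imaged well without normalization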
IL1B NFkB pot cell count 2 µM = also measured in IL1B NFkB pot; calls as there; cell count; measured here: cells passing quality filter
* marks the source's active call; other numbers are inactive results; · = not tested or not shown. This is a subset; rates above refer to the full screens.

SMILES	Bcl-B TR3 displacers	IL1B NFkB inh	IL1B NFkB inh cell count 2 µM	IL1B NFkB pot	IL1B NFkB pot cell count 2 µM	MRP resist rev	MRP resist rev cytotoxicity	MRP resist rev with doxorubicin	PLAP inhibitors HTS
Cc1cc(C)nc(NC(=O)Cc2cccs2)n1	-12%	-7	102	7	102	-14	93	107	1%
COc1ccc([N+](=O)[O-])cc1N(CC(O)CN(CC(C)C)CC(C)C)S(=O)(=O)c1ccccc1 (stereo unspecified)	4%	-22	168	9	162	·	·	·	-38%
C=CCOC(=O)C1=C(C)NC(=S)NC1/C=C/c1ccccc1 (stereo unspecified)	-2%	-5	191	5	191	·	·	·	26%
COc1cc2[nH]c(=O)n(CCC(=O)N3CCN(c4cc(Cl)ccc4C)CC3)c(=O)c2cc1OC	·	2	28	-2	28	0	1	1	·
CN(C)c1ccc(/C=C(\C#N)C(=O)Nc2nc3c(s2)CCN(Cc2ccccc2)C3)cc1	-155%	-12	170	12	170	-3	2	5	-4%
Cc1ccc(C)c(NS(=O)(=O)c2ccc(OCC(=O)N3CCCC3)cc2)c1	0%	-14	167	14	167	11	102	91	15%
COc1ccccc1C(O)(C(=O)NN(C(=O)c1ccccc1)c1ccccc1C)c1cccs1 (stereo unspecified)	-2%	8	157	-8	157	·	·	·	12%
CCOC(=O)Nc1ccc(C)cc1Br	-13%	11	101	-11	101	15	109	94	2%
Cc1sc2nc3n(c(=O)c2c1C)CCCS3	1%	-35	112	35	112	15	80	65	13%
CC1=C(C(=O)OC(C)C)C(c2ccccn2)n2ncnc2N1 (stereo unspecified)	8%	-8	65	8	65	6	97	91	2%
CCOC(=O)c1ccc(NC(=S)N2CCN(S(C)(=O)=O)CC2)cc1	-4%	-28	73	28	73	-3	98	101	15%
CS(=O)(=O)N1CCN(C(=O)C2c3ccccc3Oc3ccccc32)CC1	1%	-8	160	8	160	20	96	76	-45%
O=C(CNC(=O)c1ccco1)OCC(=O)c1cccc2ccccc12	-6%	-26	63	26	63	12	102	90	-19%
CCOC(=O)c1cc(-c2ccccc2)sc1NC(=S)Nc1cccc(C)n1	-17%	-4	135	4	135	·	·	·	4%
Cc1cccc(C)c1NC1=NC(=S)N(c2ccc(N(C)C)cc2)C1(C)C	20%	12	72	-12	72	·	·	·	-5%
COCCN(C(=O)C1CC1)c1nnc(-c2cccc(C)c2)s1	-2%	-3	170	3	170	-2	92	94	-57%
CC(C)C(NC(=O)C1CCCCC1)C(=O)NC1=NCCS1 (stereo unspecified)	5%	-11	54	11	54	13	100	87	-9%
CC(C)Oc1ccc(-c2cc(=O)[nH]c(=O)[nH]2)cc1	-2%	2	100	-2	100	·	·	·	-10%
COC(=O)c1cc(-c2ccccc2)sc1N	0%	-28	71	28	71	9	93	84	7%
CCOC(=O)Cc1csc(SCC(=O)Nc2cccc(C#N)c2)n1	0%	-6	212	6	212	-7	91	98	20%
Cc1ccc(C(c2nnnn2CCc2ccccc2)N2CCSCC2)cc1 (stereo unspecified)	12%	0	134	0	134	·	·	·	-18%
CCN1CCN(c2ncnc3c2sc2nc(N4CCOCC4)c4c(c23)CCC4)CC1	4%	·	·	·	·	·	·	·	-49%
O=C(NCCC1=CCCCC1)C1CCCN(S(=O)(=O)c2ccc(F)cc2)C1 (stereo unspecified)	-8%	24	123	-24	123	1	92	90	14%
COc1ccc(C(=O)Nc2ncc3c(n2)-c2ccccc2CC3)cc1	4%	·	·	·	·	·	·	·	0%
Cc1ccc(/C=N/n2c(C)cc(C)c(C#N)c2=O)cc1	·	0	101	1	101	21	98	77	·
CC(C)NC(=O)c1ccc(CS(=O)(=O)c2ccc(Br)cc2)o1	1%	2	171	-2	171	3	98	95	2%
CC1CCN(S(=O)(=O)c2ccc(C(=O)OCc3ccc4c(c3)OCO4)cc2)CC1	-7%	8	177	-7	177	2	81	80	16%
CSc1ccc(-c2nc(CSCC(=O)NCCCN3CCOCC3)c(C)o2)cc1	2%	-13	192	13	192	6	94	88	-43%
Cc1cc(N2C(=O)C3CC=CC(C)C3C2=O)no1 (stereo unspecified)	·	6	93	-6	93	-2	97	99	·
O=C(CN1C(=O)COc2ccccc21)N(Cc1cccnc1)Cc1ccccc1F	-2%	-1	138	1	138	12	82	71	6%
Cc1cc(SCCOc2ccccc2)nc(N)n1	10%	-2	147	2	147	8	89	81	-11%
CCS(=O)(=O)c1ccc2c(c1)N(S(C)(=O)=O)CC(C(=O)NCc1ccccc1OC)O2 (stereo unspecified)	2%	12	91	-12	91	·	·	·	2%
CN(C)Cc1cc(CCNC(=O)c2ccc(Cl)cc2)ccc1O	3%	·	·	·	·	0	94	94	-5%
CCOCc1cn(CC(=O)c2ccc([N+](=O)[O-])cc2)c(C)nc1=N	2%	6	110	-6	110	-4	91	94	28%
COc1ccccc1-c1cc(C(=O)N2CCc3ccccc3C2)c2ccccc2n1	-14%	8	198	-8	198	·	·	·	-15%
CN(C)c1ccc(C(=O)OCC(=O)NC2CCCCC2)cc1	1%	-20	148	20	148	10	91	81	-5%
O=S(=O)(c1ccc(-n2cnnn2)cc1)N(C1CCCCC1)C1CCCCC1	-4%	3	171	-3	171	17	98	81	13%
Cn1c(C(=O)N2CCN(Cc3ccc4c(c3)OCO4)CC2)cc2sccc21	-13%	7	101	-7	101	7	80	73	-43%
COc1ccc(-c2nnc(SCC(=O)Nc3ccccc3)n2C)cc1	-9%	8	174	-8	174	9	101	92	13%
CC1(N2CCOCC2)CC2(O)C(=[N+]1[O-])CCc1c2no[n+]1[O-] (stereo unspecified)	17%	·	·	·	·	-35	47	82	-20%
O=C(c1ccccc1)N1CCN(c2ncnc3sc4c(c23)CCC4)CC1	0%	2	168	-2	168	-19	63	81	-74%
Cc1ccc(C(=O)O/N=C2\CCS(=O)(=O)c3sccc32)cc1	-16%	-6	164	6	164	·	·	·	-6%
CCCC(=O)NC(c1ccc(OC)c(OC)c1)c1c(O)ccc2ccccc12 (stereo unspecified)	-2%	-2	167	2	167	·	·	·	-35%
CCCC(=O)Nc1ccc(OCC(=O)OC)cc1	-1%	·	·	·	·	8	85	77	22%
O=c1c2cnn(-c3ccc(F)cc3)c2ncn1Cc1cccnc1	-6%	3	160	-3	160	-8	76	84	-1%
O=C(NC1CCc2ccccc21)C1CCN(S(=O)(=O)c2ccc(-n3cnnn3)cc2)CC1 (stereo unspecified)	-7%	-5	119	5	119	8	77	69	23%
O=C(Cc1ccccc1)NC(NCCCN1CCOCC1)(C(F)(F)F)C(F)(F)F	0%	-6	125	6	125	-3	100	103	-29%
O=C(NC1(C(F)(F)F)NC(=O)N(c2ccc(F)c(Cl)c2)C1=O)c1ccncc1 (stereo unspecified)	8%	-1	149	-96	18	·	·	·	-15%
COc1ccc(S(=O)(=O)NCCC(=O)NC(C)c2ccccc2)cc1 (stereo unspecified)	-9%	-2	156	2	156	11	90	79	4%
COc1cc(CNc2ccc(N3CCOCC3)c(C(=O)O)c2)ccc1OCC(N)=O	1%	·	·	·	·	·	·	·	-29%

Compound profiles (already shown):
CC(C)NC(=O)c1ccc(CS(=O)(=O)c2ccc(Br)cc2)o1 is entered as Bcl-B TR3 displacers: 1%; IL1B NFkB inh: 2; IL1B NFkB inh cell count 2 µM: 171; IL1B NFkB pot: -2; IL1B NFkB pot cell count 2 µM: 171; MRP resist rev: 3; MRP resist rev cytotoxicity: 98; MRP resist rev with doxorubicin: 95; PLAP inhibitors HTS: 2%
O=C(CNC(=O)c1ccco1)OCC(=O)c1cccc2ccccc12 is entered as Bcl-B TR3 displacers: -6%; IL1B NFkB inh: -26; IL1B NFkB inh cell count 2 µM: 63; IL1B NFkB pot: 26; IL1B NFkB pot cell count 2 µM: 63; MRP resist rev: 12; MRP resist rev cytotoxicity: 102; MRP resist rev with doxorubicin: 90; PLAP inhibitors HTS: -19%

Back to the main list, repeating the 4 entries before the break.
SMILES	Bcl-B TR3 displacers	IL1B NFkB inh	IL1B NFkB inh cell count 2 µM	IL1B NFkB pot	IL1B NFkB pot cell count 2 µM	MRP resist rev	MRP resist rev cytotoxicity	MRP resist rev with doxorubicin	PLAP inhibitors HTS
O=C(Cc1ccccc1)NC(NCCCN1CCOCC1)(C(F)(F)F)C(F)(F)F	0%	-6	125	6	125	-3	100	103	-29%
O=C(NC1(C(F)(F)F)NC(=O)N(c2ccc(F)c(Cl)c2)C1=O)c1ccncc1 (stereo unspecified)	8%	-1	149	-96	18	·	·	·	-15%
COc1ccc(S(=O)(=O)NCCC(=O)NC(C)c2ccccc2)cc1 (stereo unspecified)	-9%	-2	156	2	156	11	90	79	4%
COc1cc(CNc2ccc(N3CCOCC3)c(C(=O)O)c2)ccc1OCC(N)=O	1%	·	·	·	·	·	·	·	-29%
NC(=O)c1ccsc1NC(=O)CSc1nnc(C2CC2)n1Cc1ccccc1	-14%	-1	148	1	148	6	101	95	-1%
CCCCn1nnnc1SCC(=O)N(CC)CC	2%	1	204	-1	204	-7	102	108	6%
CCOc1ccc(NC(=O)CCN2CCN(c3ccccc3F)CC2)cc1	-4%	-4	73	4	73	-28	24	52	6%
N=c1oc2ccc3ccccc3c2cc1-c1nnc2n1CCCCC2	22%	-6	80	6	80	1	86	86	-35%
CCCn1c(NC(=O)c2ccc(C)cc2)nc2ccccc21	7%	13	156	-13	156	-20	52	73	16%
COc1ccc(N2C3=C(CC4=C2CC(C)(C)CC4=O)C(=O)CC(C)(C)C3)cc1	58%	2	166	-2	166	36	89	52	-10%
COc1ccc(S(=O)(=O)N(CC(=O)N2CCOCC2)Cc2ccccc2)cc1	·	-13	109	13	109	-2	82	84	·
CCC(C)(C)n1nnnc1C(c1ccc2ncccc2c1)N1CCN(c2nc3ccccc3s2)CC1 (stereo unspecified)	-13%	-8	134	8	134	·	·	·	-58%
Cc1cc(C)n(-c2ncnc3sc4c(c23)CCCC4)n1	-41%	0	193	0	193	-19	93	112	-17%
COCCn1cc(C(=O)NCc2cccs2)c2c3ccccc3n(C)c2c1=O	9%	-5	196	5	196	-5	73	79	-15%
CCOC(=O)c1cc(NC(=O)c2ccc(Cl)cc2)c(=O)n2c1oc1ccc(Cl)cc12	-29%	5	114	-5	114	·	·	·	-36%
O=C(NCCO)C1(c2ccc(Cl)cc2)CCCC1	-3%	3	120	-3	120	·	·	·	-26%
COc1ccc2oc(-c3ccccc3)c(C(=O)N3CCOCC3)c2c1	-6%	-35	173	35	173	-14	61	75	-21%
O=c1c2ccccc2nc(-c2ccco2)n1/N=C/c1ccco1	0%	8	82	-8	82	-1	88	89	5%
CCn1c(CNC(=O)c2cccs2)nnc1SCC(=O)Nc1ccc(Cl)cc1	·	-6	150	6	150	10	94	84	·
